Screening data: PubChem BioAssay, several laboratories
MsrA act = bovine methionine sulfoxide reductase A activation; purified bovine MsrA, absorbance read-out; activation, % at 10.6 µM; 360,000 compounds, 0.3% hits; in the data active = activation above about 7.5%;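 note: 0% = vehicle and 100% = reference activator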
MT1-MMP act inh = blocks activation of human MT1-MMP | P50281 | HT1080 RFP-PRO-GFP cells, GFP/RFP ratio fluorescence, overnight; percent of plate control window, DMSO zero | GFP/RFP ratio change, % at 20 µM | 360,000 compounds, 0.061% hits | AID 651647;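 active = GFP/RFP ratio change of at least 30% with cell ATP level not reduced by more than half and red fluorescence within 50% of control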; note: strong numbers were not always called active
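Test system: HT1080 RFP-PRO-GFP cells; Benchmarks: DMSO and RFP-L50D-GFP cell wells; Timing: cells overnight before dosing, compound overnight, 37 °C, 5% CO2; Compound: one 20 µM compound dose with 1% DMSO; Read-out: GFP/RFP fluorescence ratio.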
SKN-1 block = C. elegans SKN-1 inhibition; C. elegans VP596 Pgst-4::GFP/RFP ratio, acrylamide-induced, 24 h; inhibition, % at 21.8 µM; 360,000 compounds, 0.49% hits;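 active = interference check ratio from 0.5 to 1.5 plus GFP to RFP signal ratio inhibition reaching or exceeding a fixed threshold, cut at about 30% in these data, passing the limit was not always enough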; note: some compounds called inactive have numbers as strong as hits
NRP1-CendR mod = NRP-1/CendR interaction modulation. FAM-RPARPAR peptide binding to NRP-1, fluorescence polarization. inhibition, % at 25 µM. O14786. 360,000 compounds, 0.85% hits;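 active = inhibition or corrected inhibition above about 18%, plus a signal ratio from 0.5 to 1.5, limit read from the data, passing the limit was not always enough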; note: strong numbers were not always called active
eLon inh = E. coli protease La inhibition; P0A9M0; purified E. coli Lon protease, fluorescence polarization; inhibition, % at 7.94 µM; 360,000 compounds, 0.42% hits; AID 602123; in the data active = inhibition above about 13%, passing the limit was not always enough;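 note: 0% = enzyme with probe and DMSO and 100% = no enzyme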
Neddyl block = cullin neddylation inhibition; 360,000 compounds, 0.58% hits; P61081+Q13564; calls only at 25 µM; TR-FRET cullin neddylation, biochemical; in the data active = inhibition above about 36%
FAS TE block = inhibitors of human fatty acid synthase thioesterase domain. P49327. recombinant FAS-TE, OMFH fluorogenic substrate, fluorescence endpoint. inhibition, % at 15 µM. 360,000 compounds, 0.67% hits;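 active = compounds whose normalised, plate-corrected inhibition of enzyme fluorescence in the single-dose primary screen is 50% or more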;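 note: 0% = DMSO with enzyme and 100% = substrate without enzyme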
MsrA inh = inhibitors of bovine MsrA; 360,000 compounds, 0.75% hits; AID 651718; inhibition, % at 15.5 µM; purified bovine MsrA, absorbance read-out; in the data active = inhibition above about 4.5%;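 note: 0% = vehicle wells with enzyme and 100% = reference inhibitor wells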
Rin1-Abl PPI inh = inhibitors of human Rin1-Abl protein interaction; TR-FRET Rin1/Abl binding, biochemical; inhibition, % at 7.35 µM; 360,000 compounds, 0.4% hits; in the data active = inhibition above about 5%, passing the limit was not always enough
Target sequence (P00519 whole entry, looked up): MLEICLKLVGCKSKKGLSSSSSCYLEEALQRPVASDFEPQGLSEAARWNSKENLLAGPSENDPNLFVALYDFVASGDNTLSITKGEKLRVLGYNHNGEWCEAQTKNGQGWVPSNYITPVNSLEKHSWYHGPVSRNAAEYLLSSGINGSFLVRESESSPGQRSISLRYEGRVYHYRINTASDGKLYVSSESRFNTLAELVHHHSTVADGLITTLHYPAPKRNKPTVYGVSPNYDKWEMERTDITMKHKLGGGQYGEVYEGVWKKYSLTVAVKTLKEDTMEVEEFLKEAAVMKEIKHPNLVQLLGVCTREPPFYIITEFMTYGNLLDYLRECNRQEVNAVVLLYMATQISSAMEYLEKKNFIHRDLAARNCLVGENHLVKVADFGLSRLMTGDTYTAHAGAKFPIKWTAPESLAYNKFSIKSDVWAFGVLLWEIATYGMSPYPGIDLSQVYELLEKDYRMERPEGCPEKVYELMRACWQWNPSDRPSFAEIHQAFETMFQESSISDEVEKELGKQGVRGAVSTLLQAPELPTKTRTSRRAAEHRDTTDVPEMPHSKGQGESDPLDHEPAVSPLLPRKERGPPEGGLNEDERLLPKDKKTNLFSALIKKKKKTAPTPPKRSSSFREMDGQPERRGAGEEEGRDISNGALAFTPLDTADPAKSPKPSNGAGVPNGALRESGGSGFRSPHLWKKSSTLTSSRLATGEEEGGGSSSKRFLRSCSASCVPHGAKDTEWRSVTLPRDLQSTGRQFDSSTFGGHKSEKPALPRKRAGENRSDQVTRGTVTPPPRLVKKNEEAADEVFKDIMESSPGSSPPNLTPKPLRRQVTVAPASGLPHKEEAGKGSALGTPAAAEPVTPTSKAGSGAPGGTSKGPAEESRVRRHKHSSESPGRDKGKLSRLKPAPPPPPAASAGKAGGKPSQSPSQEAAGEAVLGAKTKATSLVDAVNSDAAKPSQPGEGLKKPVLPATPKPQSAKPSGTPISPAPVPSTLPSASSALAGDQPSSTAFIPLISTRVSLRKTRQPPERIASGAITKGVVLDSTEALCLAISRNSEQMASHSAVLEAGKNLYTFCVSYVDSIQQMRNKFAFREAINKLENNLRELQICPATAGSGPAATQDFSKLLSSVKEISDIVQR
Target sequence (Q13671 whole entry, looked up): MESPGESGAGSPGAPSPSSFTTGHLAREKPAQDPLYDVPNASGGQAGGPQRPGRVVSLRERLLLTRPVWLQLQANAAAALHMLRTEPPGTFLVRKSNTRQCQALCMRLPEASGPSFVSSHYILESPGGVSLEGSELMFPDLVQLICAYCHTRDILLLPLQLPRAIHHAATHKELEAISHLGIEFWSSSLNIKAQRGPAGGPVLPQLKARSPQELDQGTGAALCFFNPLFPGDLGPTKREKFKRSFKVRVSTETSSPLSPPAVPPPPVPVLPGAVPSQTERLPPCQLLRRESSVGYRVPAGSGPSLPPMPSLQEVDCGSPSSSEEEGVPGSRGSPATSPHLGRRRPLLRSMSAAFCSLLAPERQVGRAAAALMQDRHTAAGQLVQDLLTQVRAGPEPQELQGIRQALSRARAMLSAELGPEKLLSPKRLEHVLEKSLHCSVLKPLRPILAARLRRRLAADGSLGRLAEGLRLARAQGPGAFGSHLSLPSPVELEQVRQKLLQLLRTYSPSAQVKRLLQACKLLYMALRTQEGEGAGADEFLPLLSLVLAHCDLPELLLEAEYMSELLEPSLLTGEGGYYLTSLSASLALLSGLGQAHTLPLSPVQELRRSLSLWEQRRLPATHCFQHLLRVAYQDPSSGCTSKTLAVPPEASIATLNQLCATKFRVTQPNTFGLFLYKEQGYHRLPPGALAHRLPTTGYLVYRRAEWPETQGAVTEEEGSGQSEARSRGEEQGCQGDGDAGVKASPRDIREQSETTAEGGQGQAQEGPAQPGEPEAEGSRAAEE
Numbers without * were called inactive; i = inactive; . = no result given; + = active, no number; & = joins results of further samples. Some of the compounds tested. The share of hits here may be higher or lower than overall.

SMILES,MsrA act,MT1-MMP act inh,SKN-1 block,NRP1-CendR mod,eLon inh,Neddyl block,FAS TE block,MsrA inh,Rin1-Abl PPI inh
C[C@]12C[C@H](O)[C@@H](O)CC1=CCC1C2CC[C@@]2(C)C1CC[C@@H]2O (stereo partly specified),0.5,0.8,-11.0,14.0,-3.9,i,-6.5,-1.6,3.1
O=C1NCN(c2ccccc2)C12CCN(C(c1cc3ccccc3o1)c1nnnn1C1CCCC1)CC2 (stereo unspecified),-1.9,-0.5,10.1,5.9,-12.7,i,27.5,-0.8,3.9
OC(c1ccccc1)(c1ccc(Cl)cc1)C1CN2CCC1CC2 (stereo unspecified),-1.3,-8.2,-2.1,5.1,-5.5,i,-5.1,1.0,2.2
Cc1oc(-c2ccccc2)nc1CN1C(=O)C(C)N=C(c2ccccc2F)c2cc(Cl)ccc21 (stereo unspecified),0.2,-10.5,-8.5,1.5,4.6,i,22.5,0.3,-4.9
c1cc2c(cc1[C@H]1OCC3C1CO[C@@H]3c1ccc3c(c1)OCO3)OCO2 (stereo partly specified),0.5,-3.0,22.9,12.6,-4.5,i,32.0,0.2,0.2
COc1ccc(C(=O)C23CN4CN(CN(C4)C2)C3)cc1,-5.0,-0.3,-25.5,-12.8,3.5,i,-2.3,1.6,-0.5
c1ccc(N2[C@@H]3CC[C@H]2c2ccccc2C3)cc1,-1.4,0.7,-6.9,-1.3,1.4,i,2.9,1.2,-0.4
O=C1NC(=O)C(=Cc2cc([N+](=O)[O-])ccc2N2CCCCC2)C(=O)N1,-4.7,-0.1,7.6,0.8,-12.5,i,-2.0,2.5,-3.7
c1ccc2oc(N3CCNCC3)nc2c1,1.3,4.9,-4.1,1.0,5.0,i,-7.6,3.0,-1.6
C[C@]12CC[C@@H](O)CC1=CCC1C2CC[C@@]2(C)C1CC[C@@H]2O (stereo partly specified),-0.2,4.3,-3.0,-3.8,-1.1,i,-4.5,-0.6,-1.8
CN(C)S(=O)(=O)c1cc(C(=O)N2CCC(C(=O)O)(c3ccccc3)CC2)ccc1Cl,-3.3,4.7,4.3,-3.3,4.1,i,-5.9,0.2,-1.5
C[C@]1(O)CCC2C3CC[C@H]4C[C@@H](OC(=O)[C@@H](N)CCCCN)CC[C@]4(C)C3CC[C@@]21C (stereo partly specified),1.3,2.7,4.2,-4.9,13.2,i,-7.7,0.0,-1.5
N/C(=N\[N+](=O)[O-])N1CCN(C(=O)Oc2ccccc2)CC1,-3.9,-1.5,-4.0,-6.4,-6.8,i,-4.5,-1.0,1.5
CCN(CC)C(=O)c1ccc(NC(=S)NC(=O)CCc2ccccc2)cc1,-3.4,3.4,29.5,5.5,-9.9,i,1.9,-0.2,-0.7
COCCCNC(=O)Cn1cc(/C=C2\C(=O)NC(=O)N(c3ccccc3F)C2=O)c2ccccc21,-9.9,-1.8,24.5,1.0,-189.5,i,-11.9,.,2.1
CN(C)C(=O)Oc1cccc(OCc2n(C)c3ccccc3[n+]2C)c1,-1.6,1.4,-1.8,-6.4,6.6,i,-5.2,-0.2,3.9
c1ccc(C2CC3CC4(CCCC4)N2O3)cc1 (stereo unspecified),-10.7,13.5,-1.7,6.5,-12.3,i,-3.1,-1.6,1.8
Cc1ccccc1OP(N)(=O)Oc1ccccc1C,-4.5,-1.7,-6.7,3.8,10.6,i,-7.1,1.1,3.0
C=C(Cl)CSC(=S)N(CC)CC,-3.3,-2.4,9.3,4.4,3.0,i,7.0,-0.3,2.8
Cc1ncc(CN2CCCC(C(=O)c3ccc(C(C)(C)C)cc3)C2)s1 (stereo unspecified),-0.4,-5.3,-4.7,-3.4,-0.8,i,-29.6,-0.8,4.3
CCCCn1c(O)c(C(=O)/C=C/c2ccc3c(c2)OCO3)c(=O)[nH]c1=O,-3.5,-5.2,-3.5,-57.6,-17.8,i,-1.6,0.7,-2.8
COC(=O)C1C(OC(=O)c2ccccc2)CC2CCC1N2C (stereo unspecified),-13.1&-10.6,-1.6,-0.6&0.4,-21.6&-8.1,-6.0&4.4,i,-9.9&-9.7,0.3&-0.2,-0.6&3.6
Cc1ccc(N2C(=O)NC(=O)/C(=C/c3ccoc3)C2=O)cc1,-2.9,-94.2,15.1,-138.0,-191.8,+,-6.0,2.7,3.6
BrCC1C[n+]2c(SCc3ccccc3)nc3sc4c(c3c2O1)CCCC4 (stereo unspecified),-3.4,2.4,8.9,5.8,-3.8,i,8.1,-0.5,-2.2
Cc1ccc(N2C(=O)NC(=O)/C(=C\C=C\c3ccco3)C2=O)cc1,-1.0,-31.6,17.9,-77.0,-62.8,i,-1.5,0.0,3.6
CCC(=O)OC(Cc1ccccc1)(c1ccccc1)C(C)CN(C)C (stereo unspecified),-0.3,-0.3,5.6,10.0,3.8,i,-2.1,1.2,-1.7
Cn1c2ccccc2c2c(C(=O)N3CCC4(CC3)OCCO4)cn(C3CCCCC3)c(=O)c21,-3.0,4.4,20.5,6.0,-12.3,i,0.4,0.5,-1.6
CC(O)C1C=CC=CC(=O)OC2CC3OC4C5OC5(C)CCC4(COC(=O)C4OC4(C)C(O)CO1)C2(C)C31CO1 (stereo unspecified),-1.9,-38.1,16.3,-14.1,-2.3,i,-6.7,0.0,1.3
Cc1ccc2c(c1)CC1(CN2C)C(=O)NC(=O)N(c2cc(C)ccc2C)C1=O (stereo unspecified),-2.7,-13.8,23.8,-3.4,6.5,i,-0.7,-1.9,-5.6
CN1CCC(OC(=O)C2c3ccccc3Oc3ccccc32)CC1,-4.7,-11.6,16.3,2.7,-4.5,i,-6.4,0.0,-1.2

Other structures:
SMILES,MsrA act,MT1-MMP act inh,SKN-1 block,NRP1-CendR mod,eLon inh,Neddyl block,FAS TE block,MsrA inh,Rin1-Abl PPI inh
CCOc1ccc(C2CC(c3c(O)n(C)c(=O)n(C)c3=O)=NN2)cc1 (stereo unspecified),-2.6,-1.1,7.8,-20.8,7.1,i,-4.5,0.8,6.9
CC(=O)Nc1cc(C(=O)N2CCC3(CC2)OCCO3)ccc1S(=O)(=O)c1ccc(Cl)cc1,-10.1,-2.3,-16.4,3.7,1.1,i,-2.7,-1.6,-0.5
Cc1ccccc1N1C(=O)CC(=O)NC1=O,-2.4,-8.0,-1.5,-25.0,-16.6,i,-6.5,0.3,-2.7
NCCCC(=O)OC1N=C(c2ccccc2Cl)c2cc(Br)ccc2NC1=O (stereo unspecified),-1.4,-0.1,7.1,15.7,0.2,i,-4.1,-0.5,2.8
COc1cccc(OC)c1C1=NCC(=O)Nc2c1oc1ccc(Br)cc21,-1.5,23.6,-2.0,-4.5,4.0,i,4.6,0.9,1.8
Cc1cccc(NC(=O)CSc2nnc([C@@H](N)Cc3c[nH]c4ccccc34)o2)c1C,-1.0,4.3,23.6,-14.3,2.4,i,-3.1,-1.1,-2.2
Fc1ccc(C(OCCN2CCCC2)c2ccc(Br)cc2)cc1 (stereo unspecified),-5.3,7.1,-14.2,-11.4,-5.5,i,0.4,0.2,-0.3
CCC(C(=O)N1C[C@H]2C[C@@H](C1)c1cccc(=O)n1C2)c1ccccc1 (stereo partly specified),-2.4,2.7,2.5,4.9,-4.3,i,-1.9,0.7,-0.8
O=c1[nH]c(=S)[nH]c(O)c1N=Nc1cccc(S(=O)(=O)N2CCOCC2)c1,-2.2,-3.9,-5.0,-1.3,-0.3,i,-0.4,1.7,-5.5
CCCC[N+]12CCC(CC1)C(=C(c1ccccc1)c1ccccc1)C2,-2.0,-5.0,2.8,-2.1,-16.9,i,-3.7,0.9,0.5
O=C1c2ccccc2-n2nnc(-c3ccccc3)c2C2c3ccccc3CCN12 (stereo unspecified),-10.1,-0.1,-6.2,14.9,-12.7,i,-5.1,-0.6,0.2
CCOc1ccc(C=C2C(=O)NC(=S)NC2=O)cc1OCC,-10.3,-1.1,-12.5,13.4,-11.4,i,-7.9,0.3,2.5
CCC(c1nnnn1-c1ccc(OC)cc1)N1CCC(n2c(=O)[nH]c3ccccc32)CC1 (stereo unspecified),0.5,-1.0,0.9,5.3,-11.5,i,-3.3,-0.8,6.5
COc1ccc(CC(=O)Nc2ccc(C#N)c(Cl)c2)cc1S(=O)(=O)N1CCOCC1,-5.5,4.9,6.6,-1.4,-0.2,i,14.0,-0.7,7.3
Fc1ccc(CCNCc2ccccc2Cl)cc1,-0.8,2.6,-0.7,7.0,-8.4,i,-6.0,0.0,-0.1
COC(=O)C1=C(c2ccc3ccccc3c2)C[C@@H]2CC[C@H]1N2C(=O)NCCNC(C)=O,-3.2,0.7,-8.8,2.6,-6.9,i,-13.6,.,3.8
CCOCCCN=Cc1c(O)n(Cc2ccccc2)c(=O)[nH]c1=O,-5.8,-0.1,-0.6,-7.8,-2.4,i,-5.1,-0.1,1.9
O=C(Cc1c(-c2ccccc2)nc2ccc(Br)cn12)N1CCCC1,-3.4,4.2,16.9,12.1,-0.7,i,-12.1,0.6,.
O=C1NC(=S)NC(=O)C1=Cc1c(Cl)cccc1Cl,-13.6,-5.9,3.0,-33.5,-31.3,i,-4.7,0.5,3.0
O=P(/C(=N/O)N1CCOCC1)(N1CCOCC1)N1CCOCC1,-2.9,2.6,-15.8,-0.2,7.5,i,-3.3,-0.1,-0.4
O=C(N/N=C/c1c(O)n(Cc2ccc(F)cc2)c(=O)[nH]c1=O)c1ccccc1,-4.0,-0.5,-9.2,-36.7,-16.7,.,17.2,1.8,-3.2
CN1CCC(OC(=O)Cc2ccccc2)CC1,-1.8,-4.2,-3.7,8.2,-2.9,i,-2.7,-0.4,-0.5
O=C1NC(=O)N(c2ccccc2)C(=O)/C1=C/c1ccoc1,-2.5,-48.3,16.3,-121.1,-109.9,i,-7.4,2.4,7.4
O=C1NC(c2cccnc2)Nc2sc3c(c21)CCCC3 (stereo unspecified),0.5,1.1,12.8,-4.3,-0.9,+,-1.4,-0.2,0.3
CC12CCC(=O)C=C1CCC1C2CCC2(C)C(O)(C(=O)CO)CCC12O (stereo unspecified),-3.4,3.0,18.4,21.8,-4.3,i,-6.8,0.0,5.2
Cc1ccc(N2CCNCC2C)cc1 (stereo unspecified),0.5,1.5,3.2,-15.7,9.7,i,-0.8,-0.3,-1.6
CC(=NCc1ccco1)c1c(O)n(Cc2ccccc2)c(=O)[nH]c1=O,-6.2,-10.2,9.9,-16.7,-11.7,i,-1.6,-1.2,2.9
CCOC(=O)c1ccc(N=C(c2ccccc2)c2c(O)n(C)c(=O)n(C)c2=O)cc1,-1.6,-29.9,0.7,-9.0,-8.6,i,1.3,-1.0,0.5
CC12CN3CN(C1)CC(c1ccccc1)(C3)C2=O,0.1,-2.6,-16.5,5.0,1.5,i,-8.1,1.0,2.0
C/C(=N\N1CCN(C)CC1)c1c(O)[nH]c(=O)[nH]c1=O,-1.6,-1.6,5.6,-4.7,-2.9,i,-2.8,0.6,0.6
CN1C(=O)c2ccccc2NC(=O)[C@]12O[C@@H]2c1ccccc1,-3.1,2.4,13.6,-23.7,-4.6,i,-3.2,2.5,-1.9
Cc1nn(CCC#N)c2c1P(=S)(N1CCCC1)OC(c1ccc(F)cc1)=N2 (stereo unspecified),-1.2,5.1,3.7,5.3,-2.8,i,25.8,-0.3,0.6

In the list so far, two have a cyano group.
SMILES,MsrA act,MT1-MMP act inh,SKN-1 block,NRP1-CendR mod,eLon inh,Neddyl block,FAS TE block,MsrA inh,Rin1-Abl PPI inh
COc1ccc(CC(=O)Nc2ccc(C#N)c(Cl)c2)cc1S(=O)(=O)N1CCOCC1,-5.5,4.9,6.6,-1.4,-0.2,i,14.0,-0.7,7.3
Cc1nn(CCC#N)c2c1P(=S)(N1CCCC1)OC(c1ccc(F)cc1)=N2 (stereo unspecified),-1.2,5.1,3.7,5.3,-2.8,i,25.8,-0.3,0.6
